Compound activity (PubChem BioAssay)
Myeloid diff 2: induction of myeloid progenitor differentiation, primary screen, cell-based, flow cytometry, MLPCN library | calls only at 10 µM | ER-HoxA9 myeloid progenitors, lysozyme-GFP differentiation | 360,000 compounds, 1% hits;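 active means normalized GFP-positive differentiation at or above the plate's own cutoff, the solvent-only control mean plus 3 SD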;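 further: cells exposed to compound for four days before flow analysis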
Insulin prom up: insulin promoter activators in MIN6 cells, imaging, high-content screening, mouse beta cells | MIN6 insulin promoter-GFP reporter; hits give high values | z-score at 5 µM | 190,000 compounds, 0.3% hits;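 active means z-score above 3 at 5 µM with at least 500 cells counted in the well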
West Nile antiviral: West Nile virus antiviral activity, cell-based, CPE readout (AID 1621); West Nile virus-infected cells, CPE inhibition; higher % means a stronger effect; CPE inhibition, % at 10 µM; hits with a dose series show IC50 in µM; 290,000 compounds, 0.02% hits; in the data active means a potency from the dose series; further: strong numbers were not always called active
Autophagy mod: autophagy modulators in MEF cells, primary screen, imaging, high-content, MEF GFP-LC3. MEF GFP-LC3 puncta imaging; test concentration mostly 10 µM. 190,000 compounds, 0.98% hits. calls only at 10 µM (by protocol);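 active means percentage of spot-positive cells more than 3 SD above its plate mean, without a fluorescence outlier flag or 80% toxicity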;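 further: spot-positive cell cutoff set from DMSO-treated cells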
WT yeast gro inh: growth inhibition of WT strain, primary screen, mitochondrial fusion inhibitor project, WT and mutant strains, chemical genetic. mitochondrial fusion phenotypic screen. inhibition, % at 10 µM. 190,000 compounds, 2.1% hits. AID 1362, 2008; in the data active means inhibition above about 58%; tested in S. cerevisiae
Hep lipid drop: inhibitors of hepatocyte lipid droplet formation, primary screen, imaging, high-throughput imaging, BODIPY stain | inhibition, % at 6.5 µM | 240,000 compounds, 0.4% hits | AML12 mouse hepatocytes, oleate lipid droplets;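 active means lipid droplet intensity inhibited by at least 50%, with more than 500 cells counted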
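Assay system: AML12 hepatocytes (mouse) / Also added: 100 µM oleic acid challenge / Times: overnight treatment with compound plus oleate / Detection: high-content imaging of BODIPY-stained droplets and DAPI nuclei / Evaluation: % inhibition of lipid droplet signal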
b-catenin transl: modulators of beta-catenin nuclear translocation, primary screen, imaging, HeLa cells, immunofluorescence, high-content. nuclear translocation activity, % at 5 µM. 190,000 compounds, 0.3% hits. AID 1665, 2009;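 active means nuclear translocation activity above 50% at 5 µM, with a well cell count of 50 or more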;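 further: per-cell ratio of nuclear to cytoplasmic median beta-catenin stain intensity; plate controls were DMSO negative control for no effect and GSK-3 inhibitor IX positive control for full effect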
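Test system: human HeLa cells, endogenous beta-catenin. Times: 24 h compound exposure, 37°C. Measured by: beta-catenin immunofluorescence imaging with DAPI.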
T cell HTS: modulators of CD8 T cell-vesicle binding, primary screen, mouse 2C CD8+ T cells, flow cytometry | 330,000 compounds, 0.068% hits | calls only at 7 µM | 2C CD8+ T cell-vesicle binding; hits give low values;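 active means response, share of CD8 T cells binding vesicles, and their 90th percentile fluorescence all below set limits, cut at about 80% in these data, passing the limit was not always enough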
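System: murine 2C transgenic CD8+ T lymphocytes; also added: QL9-loaded Drosophila micro-vesicles; times: binding 1.5 h at 37 °C; measured by: flow cytometry, PE anti-B7-1 (FL2) versus Alexa647 anti-CD8 (FL8), PFA-fixed; control set: Peptide-free naked vesicles (low) and QL9 vesicles with 0.7% DMSO vehicle (high)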
MT stabilizer: microtubule stabilizers in HeLa cells, primary screen, imaging, high-content imaging; HeLa tubulin immunostaining HCS, 24 h; share of cells brighter than vehicle mean+2SD; 200,000 compounds, 0.83% hits; % tubulin-high responders, % at 10 µM; AID 2205, 2009;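 active means plate Z-score above 3 for both tubulin-high and condensed-nucleus cell shares, with cell loss under 80%, at 10 µM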;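 further: anti alpha tubulin signal scored within the nucleus-defined area of each cell; some results filed as inactive read as strong as hits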
WT yeast gro inh mutant strain: second read-out of WT yeast gro inh, no call of its own (marks repeat the call); inhibition, %; mitochondrial fusion phenotypic screen, mutant strain inhibition
Insulin prom up cell count: further read-out of Insulin prom up, marked with its call; cell count; measured here: cytotoxicity, nuclei count;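 total cells summed across four imaged fields per well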
Hep lipid drop cells 6.5 µM: also measured in Hep lipid drop; calls as there; cell count; measured here: cell count, cytotoxicity flag;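 cells counted across two imaged fields per well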
b-catenin transl cell count 5 µM: recorded beside b-catenin transl, whose call it bears; cell count; measured here: cell count, cytotoxicity flag
T cell HTS vesicle-bound %: also measured in T cell HTS; calls as there; double positive events, %; measured here: CD8+ vesicle-bound cell fraction;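 binding gate set so that unloaded-vesicle control wells show 10% double positive cells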
MT stabilizer Hoechst-high %: recorded beside MT stabilizer, whose call it bears; % Hoechst-high responders; measured here: nuclear condensation Hoechst responders;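 share of cells brighter than vehicle mean plus two SD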
MT stabilizer cytotoxicity %: also measured in MT stabilizer; calls as there; toxicity, %; measured here: cytotoxicity by cell density;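 0% = mean cell density of plate MIN control wells and 100% = no cells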
Autophagy mod cell loss 18 h: recorded beside Autophagy mod, whose call it bears; toxicity, %; measured here: cell loss, nuclei count;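 cell loss after 18 h compound exposure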
Myeloid diff 2 GFP+ MAC1+ %: further read-out of Myeloid diff 2, marked with its call; GFP+ MAC1+ double positive, %; measured here: differentiation confirmed by MAC1 staining
An asterisk follows results filed as active; i = inactive; nt = no result given; + = active, no number.

| SMILES | MT stabilizer cytotoxicity % | MT stabilizer Hoechst-high % | Autophagy mod | Hep lipid drop | Insulin prom up | MT stabilizer | Autophagy mod cell loss 18 h | Insulin prom up cell count | b-catenin transl cell count 5 µM | WT yeast gro inh | T cell HTS | Myeloid diff 2 | West Nile antiviral | WT yeast gro inh mutant strain | T cell HTS vesicle-bound % | Myeloid diff 2 GFP+ MAC1+ % | b-catenin transl | Hep lipid drop cells 6.5 µM |
| --- | --- | --- | --- | --- | --- | --- | --- | --- | --- | --- | --- | --- | --- | --- | --- | --- | --- | --- |
| CSC1=C(C#N)C(CC(C)C)C2=C(CCCC2=O)N1 (stereo unspecified) | 9.0 | 2.5 | i | nt | -0.37 | 4.1 | -15 | 1051 | 974 | 11 | i | i | 0.0% | 13 | 48 | 1.6 | -2.6 | nt |
| CCn1c(SCC(=O)NC2CC2)nnc1-c1ccc(F)cc1 | nt | nt | nt | 3 | nt | nt | nt | nt | nt | nt | i | i | -0.1% | nt | 12 | 0.8 | nt | 668 |
| COCc1nnc(NS(=O)(=O)c2ccc(NC(C)=O)cc2)s1 | 7.7 | 2.4 | i | nt | -0.08 | 4.1 | 6 | 1127 | 1143 | -6 | i | i | 3.2% | 11 | 48 | 0.9 | -0.8 | nt |
| Cc1ccc(S(=O)(=O)C(C#N)c2nc3ccccc3nc2N2CCCC2)cc1C (stereo unspecified) | 1.4 | 1.4 | i | nt | nt | 2.6 | -8 | nt | 1051 | 5 | i | + | 1.6% | -9 | 39 | 1.7* | -4.4 | nt |
| CCCNC(=O)c1cccc(COc2ccccc2OC)c1 | 3.8 | 1.5 | i | -1 | -0.13 | 1.8 | 38 | 1418 | 1123 | -6 | i | i | -0.3% | -6 | 64 | 0.5 | -2.8 | 666 |
| NC1=NC(c2ccc(F)cc2)n2c(nc3ccccc32)N1 (stereo unspecified) | 0.6 | 2.9 | i | nt | 0.21 | 5.1 | 22 | 1289 | 1123 | 2 | i | i | -0.1% | -17 | 20 | 0.8 | -1.1 | nt |
| COc1ccc(OC)c(C(=O)NC(CC(N)=O)c2ccc(N3CCC(N4CCCC4)CC3)c([N+](=O)[O-])c2)c1 (stereo unspecified) | nt | nt | nt | 3 | 0.61 | nt | nt | 935 | 1285 | nt | i | i | 0.1% | nt | 42 | 2.0 | -1.3 | 734 |
| COc1cc(-c2nc3ccccn3c2/N=C/c2cccc(F)c2)ccc1O | 5.7 | 2.8 | i | 0 | -0.34 | 3.7 | -2 | 1256 | 1146 | -3 | i | i | 0.3% | 1 | 43 | 0.3 | 0.1 | 646 |
| Cn1c(Cn2c(=O)sc3ccccc32)nnc1SCC(=O)NCc1ccccc1Cl | 4.6 | 2.5 | i | -12 | 0.96 | 2.7 | -3 | 1134 | 897 | 0 | i | i | nt | -1 | 66 | 1.9 | 0.6 | 782 |
| O=C(NC(=S)Nc1ccc2oc(=O)ccc2c1)c1cccc(F)c1 | nt | nt | nt | -13 | nt | nt | nt | nt | nt | nt | i | i | 1.0% | nt | 10 | 0.0 | nt | 775 |
| Cn1nc(C(F)(F)F)c(CN2CC(C)(C)C2=O)c1N1CCOCC1 | 5.9 | 2.2 | i | 4 | -0.24 | 3.6 | 3 | 1433 | 987 | -5 | i | i | 0.1% | 9 | 38 | 0.9 | -1.3 | 737 |
| COc1cc2[nH]c(=O)n(Cc3ccc(C(=O)N4CCC(N5CCCCC5)CC4)cc3)c(=O)c2cc1OC | nt | nt | nt | 0 | nt | nt | nt | nt | nt | nt | i | i | -0.1% | nt | 33 | 2.6 | nt | 772 |
| Cc1ccc(C)c(NC(=O)CSc2nc3c(c(=O)n2C)SC(C)C3)c1 (stereo unspecified) | 10 | 2.3 | i | -11 | 0.03 | 4.7 | -1 | 1858 | 1088 | 13 | i | i | -0.1% | -2 | 51 | 2.3 | -0.8 | 669 |
| O=[N+]([O-])c1cccc(Nc2c([N+](=O)[O-])ccc3nonc23)c1 | nt | nt | nt | -52 | nt | nt | nt | nt | nt | nt | i | + | -1.7% | nt | 13 | 1.5* | nt | 842 |
| CCN(CC)CCNC(=O)CCCCn1c(=S)[nH]c2c([nH]c3ccc(OC)cc32)c1=O | 3.3 | 2.4 | i | nt | -0.69 | 3.3 | -9 | 1292 | 861 | 6 | i | i | 0.4% | 19 | 25 | 5.4 | -1.2 | nt |
| COc1cnn(-c2ccc(C)cc2)c(=O)c1SCc1ccccc1 | 5.9 | 2.5 | i | nt | -0.81 | 2.8 | -28 | 1229 | 1463 | -9 | i | nt | 0.1% | 1 | 24 | nt | 1.3 | nt |
| O=C(NCC1CCCO1)C1CCCN1C(=O)Nc1ccccc1[N+](=O)[O-] (stereo unspecified) | nt | nt | nt | -3 | nt | nt | nt | nt | nt | nt | i | i | 0.0% | nt | 23 | 2.4 | nt | 833 |
| CCN1CCN(CCCNC(=O)CCC(=O)N2CCOc3ccc(Cl)cc32)CC1 | nt | nt | nt | -10 | nt | nt | nt | nt | nt | nt | i | i | -0.2% | nt | 7 | 3.6 | nt | 712 |
| O=C(O)CC(NC(=O)c1ccncc1)c1ccccc1 (stereo unspecified) | 5.3 | 1.5 | i | 9 | -0.35 | 1.6 | -4 | 1610 | 888 | -34 | i | i | -1.0% | 12 | 57 | 0.1 | 0.3 | 682 |
| N#CCCn1cc(/C=N/O)c(-c2ccc(-c3ccccc3)cc2)n1 | 6.4 | 2.2 | i | nt | -0.39 | 4.4 | 25 | 1333 | 990 | 4 | i | i | 0.2% | 3 | 16 | 0.4 | -7.2 | nt |
| COc1ccc(C(C)=O)cc1COC(=O)Cc1n[nH]c(=O)c2ccccc12 | 5.8 | 2.1 | i | nt | 0.77 | 4.7 | 3 | 1356 | 942 | 0 | i | i | -0.3% | -12 | 28 | 2.6 | -7.3 | nt |
| CCOCCOC(=O)COC(=O)c1ccccc1NC(=O)c1ccccc1 | 9.1 | 3.0 | i | 1 | 0.68 | 4.2 | 4 | 1350 | 611 | -8 | i | i | -0.1% | 5 | 59 | 0.1 | -5.8 | 724 |
| CCC(C)(C)NC(=O)C(c1ccc(C)cc1)N(CC1CCCO1)C(=O)CNC(=O)c1cccs1 (stereo unspecified) | 4.7 | 1.3 | i | -1 | -0.04 | 2.3 | 35 | 1858 | 1105 | 23 | i | i | -0.6% | 14 | 37 | 7.0 | -1.2 | 711 |
| COc1ccc(N2CCN(C(=O)c3ccc(C)c(NC(=O)C4=C(C)OCCS4)c3)CC2)cc1 | nt | nt | nt | 3 | nt | nt | nt | nt | nt | nt | i | i | -0.4% | nt | 15 | 1.0 | nt | 699 |
| CC(C(=O)NC1CCCCC1)N(Cc1ccccc1)C(=O)c1snc(C(N)=O)c1N (stereo unspecified) | nt | nt | nt | -8 | nt | nt | nt | nt | nt | nt | i | i | -0.7% | nt | 49 | 1.5 | nt | 809 |
| CCOC(=O)c1c(C)sc(Sc2ccc(Cl)cc2[N+](=O)[O-])c1OC | 7.9 | 1.5 | i | -2 | 0.53 | 0.9 | -4 | 903 | 1131 | 76* | i | i | -0.3% | 56* | 42 | 0.5 | -1.1 | 788 |
| COc1ccccc1Nc1ncc(C(=O)Nc2ccc(OC)c(OC)c2)c2ccccc12 | 4.1 | 6.1 | i | -9 | -1.1 | 3.4 | -5 | 1358 | 550 | 1 | i | i | -0.4% | -4 | 3 | 1.2 | 0.8 | 715 |
| CCC(C)(C)n1nnnc1C(C(C)C)N1CCN(C)CC1 (stereo unspecified) | 15 | 2.5 | i | nt | -0.92 | 4.2 | -7 | 1255 | 974 | -10 | i | i | 1.3% | -13 | 49 | 9.0 | -5.3 | nt |
| CCn1c(SCc2ccccc2)nnc1-c1cccs1 | 4.0 | 1.2 | i | -68 | -3.7 | 1.7 | 5 | 588 | 950 | -6 | i | i | -0.4% | 9 | 17 | 1.6 | 2.6 | 688 |
| CC(C)c1ccc(NC2CCCN(C(=O)c3cccc4nccnc34)C2)cc1 (stereo unspecified) | nt | nt | nt | 7 | nt | nt | nt | nt | nt | nt | i | i | -0.5% | nt | 4 | 1.2 | nt | 753 |
| COCCNc1c([N+](=O)[O-])c(=O)n(-c2ccccc2)c2ccccc12 | 5.8 | 3.2 | i | -13 | nt | 2.8 | -2 | nt | 965 | -17 | i | i | -0.6% | -12 | 66 | 0.3 | 1.6 | 475 |

Arranged by length of the SMILES (falling): 3 of the compounds above.
| SMILES | MT stabilizer cytotoxicity % | MT stabilizer Hoechst-high % | Autophagy mod | Hep lipid drop | Insulin prom up | MT stabilizer | Autophagy mod cell loss 18 h | Insulin prom up cell count | b-catenin transl cell count 5 µM | WT yeast gro inh | T cell HTS | Myeloid diff 2 | West Nile antiviral | WT yeast gro inh mutant strain | T cell HTS vesicle-bound % | Myeloid diff 2 GFP+ MAC1+ % | b-catenin transl | Hep lipid drop cells 6.5 µM |
| --- | --- | --- | --- | --- | --- | --- | --- | --- | --- | --- | --- | --- | --- | --- | --- | --- | --- | --- |
| COc1cc2[nH]c(=O)n(Cc3ccc(C(=O)N4CCC(N5CCCCC5)CC4)cc3)c(=O)c2cc1OC | nt | nt | nt | 0 | nt | nt | nt | nt | nt | nt | i | i | -0.1% | nt | 33 | 2.6 | nt | 772 |
| CCOCCOC(=O)COC(=O)c1ccccc1NC(=O)c1ccccc1 | 9.1 | 3.0 | i | 1 | 0.68 | 4.2 | 4 | 1350 | 611 | -8 | i | i | -0.1% | 5 | 59 | 0.1 | -5.8 | 724 |
| NC1=NC(c2ccc(F)cc2)n2c(nc3ccccc32)N1 (stereo unspecified) | 0.6 | 2.9 | i | nt | 0.21 | 5.1 | 22 | 1289 | 1123 | 2 | i | i | -0.1% | -17 | 20 | 0.8 | -1.1 | nt |
